Screens (PubChem)
M. tuberculosis: growth inhibition of non-replicating M. tuberculosis (AID 488890); inhibition, % at 25 µM; hits with a dose series show IC50 in µM; Mycobacterium tuberculosis non-replicating, growth inhibition; higher % means a stronger effect; hit rate 0.39% among 320,000; in the data active = a potency from the dose series; inconclusive = inhibition mostly from about 82% at the one dose, without a potency; inactive = the rest, 99 in 100 with inhibition below about 76%;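 note: plate controls were DMSO cells for no effect and high antibiotic wells for full effect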
M. tuberculosis HTS: M. tuberculosis growth inhibition, HTS (AID 449762). hit rate 0.59% among 330,000. one-dose inhibition, % at 25 µM; IC50 in µM for titrated hits. M. tuberculosis H37Rv growth inhibition, 7H9 media; higher % means a stronger effect; in the data active = a potency from the dose series; inconclusive = inhibition above about 70% without an active follow-up result;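 note: bacterial growth assessed after seven days of incubation; strong numbers were not always called active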
H1N1 NS1A inhibition: H1N1 influenza NS1A inhibitors, functional cell based assay (AID 504329). inhibition, % at 12.5 µM, or IC50 in µM where a hit was titrated. hit rate 0.3% among 340,000. NS1A functional cell-based assay, percent inhibition; higher % means a stronger effect; in the data active = a potency from the dose series; inconclusive = inhibition above about 27% without an active follow-up result; note: strong numbers were not always called active
VEEV TC-83 Vero: inhibitors of VEEV TC-83 cytopathic effect, confirmation, Vero cells (AID 588727); Vero cells, VEEV TC-83 cytopathic effect inhibition; higher % means a stronger effect; inhibition, % at 20 µM, or IC50 in µM where a hit was titrated; hit rate 0.13% among 350,000; in the data active = a potency from the dose series; inconclusive = inhibition mostly from about 14% at the one dose, without a potency; inactive = the rest, 99 in 100 with inhibition below about 12%; note: strong numbers were not always called active
Salmonella PhoP GFP: PhoP regulon inhibitors, Salmonella typhi PhoP promoter GFP reporter, confirmatory (AID 1850); Salmonella Typhi PhoP-promoter GFP reporter, fluorescence, 4 h; higher % means a stronger effect; one-dose inhibition, % at 50 µM; IC50 in µM for titrated hits; hit rate 0.33% among 310,000; in the data active = a potency from the dose series; inconclusive = inhibition mostly from about 25% at the one dose, without a potency; inactive = the rest, 99 in 100 with inhibition below about 19%;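 note: 0% = induced wells with vehicle and 100% = uninduced wells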
VEEV TC-83 Vero 10K pilot screen: recorded beside VEEV TC-83 Vero, whose call it bears; inhibition, %; measured here: 10K pilot screen inhibition
Numbers without * were called inactive; i = inactive; ? = inconclusive; . = no result given.

SMILES	M. tuberculosis	M. tuberculosis HTS	H1N1 NS1A inhibition	VEEV TC-83 Vero	Salmonella PhoP GFP	others
Cc1ccc(N2C(=O)c3ccc(C(=O)Nc4cccnc4)cc3C2=O)c(C)c1	.	-10%	6%	2.5%	17%
Cc1cc(C)n(S(=O)(=O)c2cc(Cl)ccc2Cl)n1	15%	-1%	2%	i	6%
CC(C)N1CC=C2C(C#N)=C(N)C(C#N)(C#N)C(c3ccccc3)C2C1 (stereo unspecified)	22%	-2%	6%	4.9%	-38%
Cn1c(N)c(C(=O)COC(=O)/C=C/c2ccccc2)c(=O)n(C)c1=O	-16%	1%	-19%	4.7%	.
COc1cc2c(cc1OC)CN(CC(=O)Nc1ccccc1C#N)CC2	5%	-9%	4%	8.9%	3%
CC(C)CN(C(=O)COC(=O)CCc1c[nH]c2ccccc12)C1CCS(=O)(=O)C1 (stereo unspecified)	1%	16%	5%	3.4%	3%
C=C(C)C1CC=C(C)/C(=N/NC(=O)COc2cccc(C)c2)C1 (stereo unspecified)	10%	0%	3%	2.3%	-7%
O=C(NC1CCC(O)CC1)c1cccnc1Sc1ccccc1Cl (stereo unspecified)	-2%	3%	22%	2.0%	-2%
COc1cc(C(=O)NCC(c2cccs2)N2CCc3ccccc32)cc(OC)c1OC (stereo unspecified)	4%	10%	-4%	8.2%	2%
CCN1CCN(C(=S)NC(=O)/C=C/c2cccs2)CC1	-11%	-1%	2%	0.9%	17%
O=C(NCCNC(=O)c1ccco1)c1ccc(F)cc1	0%	1%	9%	0.9%	13%
O=C1c2ccccc2C(=O)N1CC1c2ccccc2CCN1S(=O)(=O)c1ccccc1 (stereo unspecified)	-10%	-2%	6%	1.4%	3%
COc1cc(OC)cc(-c2sc3ccc(OC)cc3c2C#CC2(N)CCCCC2)c1	?	?	2%	i	.
C=CCC[C@H](Cc1ccc(F)cc1)C(=O)OC[C@@H](NC(=O)[C@@H](CC=C)CC(=O)N[C@@H](CO)Cc1ccccc1)C(C)(C)C	35%	7%	11%	i	.
Cc1nccn1-c1ncnc2sc3c(c12)CCCC3	-11%	-4%	-6%	i	-2%
Cc1ccc2cc(C)c(N3CCN(c4ccccn4)CC3)nc2c1	33%	30µM*	3%	1.3%	-9%
O=C(Nc1ccccc1)Nc1sccc1-c1nc2ccccc2s1	24%	-2%	.	5.3%	6%
COc1ccc([N+](=O)[O-])cc1NC(=O)CSc1ccccc1	67%	-3%	1%	6.0%	4%
CCC(=O)Oc1ccc(C(=O)Nc2cccc(C(=O)NCC(C)C)c2)cc1	?	1%	-1%	0.9%	-1%
Fc1ccc(CNC(=S)Nc2cccc(C(F)(F)F)c2)cc1	?	58%	-7%	i	-2%
FC(F)(F)c1ccccc1NC(=S)N1CCN(c2ccccn2)CC1	16%	-7%	-10%	i	-9%
O=C(c1ccccc1)N(Cc1cccnc1)C1(C(=O)Nc2ccccc2)CCCCC1	6%	5%	0%	i	-8%
O=C(CSc1nnc(-c2cccnc2)o1)NNC(=O)c1ccc(Br)cc1	5%	-6%	-11%	8.6%	1%
Cc1ccc(C)c(NC(=O)COC(=O)CSc2ccccc2)c1	8%	-8%	-6%	i	.
CCCCNS(=O)(=O)c1ccc(NC(=O)c2cccs2)cc1	24%	-4%	-1%	i	-29%
Cc1cccc(N2CCN(C(=O)CCNC(=O)Cn3ccc4ccccc4c3=O)CC2)c1C	29%	-19%	3%	i	18%
O=C(CSC1=NC2(CCCCC2)N=C1c1ccccc1)Nc1ccc2c(c1)OCCO2	24%	5%	-2%	0.0%	5%
COCCn1c(C)cc(/C=C2/NC(=O)N(Cc3ccc(C)cc3)C2=O)c1C	25%	-1%	13%	4.4%	-9%
Cc1noc(C)c1COc1ccccc1C(=O)NNC(=O)c1ccccc1F	13%	-4%	-3%	1.6%	.
O=C1NC(=S)N(C(=O)c2ccc(F)cc2)/C1=C/c1ccccc1	?	-7%	-6%	2.5%	-4%
CC(C)CCC1(C)NC(=O)N(CC(=O)NCC(=O)Nc2ccc(F)c(F)c2F)C1=O (stereo unspecified)	9%	6%	-20%	0.3%	.
Cn1c(N)c(C(=O)COC(=O)CSc2cccc3cccc(Cl)c23)c(=O)n(C)c1=O	-14%	12%	5%	i	19%
Cc1cc(NC(=O)C2CC(=O)N(c3ccc(Cl)cc3)C2)no1 (stereo unspecified)	25%	2%	11%	0.8%	0%
COc1ccc(C)cc1Nc1n[n+](-c2ccccc2)c(-c2c(Cl)cccc2Cl)s1	?	20µM*	.	.	5%
Cc1ccccc1-c1nnc(NC(=O)c2ccc(N3C(=O)CCC3=O)cc2)s1	13%	11%	-5%	8.8%	-7%
CC(C)c1ccc(OCC(O)CNC(C)c2ccccc2)cc1 (stereo unspecified)	32%	15%	11%	13%	1%
CC(C)(C)OC(=O)CN1C(=O)NC2(CCCc3ccccc32)C1=O (stereo unspecified)	3%	7%	22%	0.4%	-9%
O=C(c1ccco1)N1CCN(CC(O)COc2ccc(Br)cc2)CC1 (stereo unspecified)	-12%	-3%	4%	0.8%	9%
CNC(=O)c1ccc(NC(=O)c2ccc3c(=O)n4c(nc3c2)CCC4)cc1	-1%	-4%	-14%	0.6%	.
Cc1cc(N2C(=O)NC(=O)CC2C)c(C)cc1C(C)C (stereo unspecified)	-10%	-7%	-5%	0.0%	-5%
Cc1ccc2c(C)nc(Nc3nc(CSc4nc5ccccc5[nH]4)cc(=O)[nH]3)nc2c1	51%	?	-1%	6.7%	1%
O=C(OCC(=O)N1CCOCC1)c1cccc(S(=O)(=O)Nc2ccc(F)cc2)c1	-30%	-11%	4%	i	.
CC(C)CCNc1nc(-c2ccco2)c2c(c1C#N)CCCC2	60%	8%	-12%	0.8%	-8%
CCCCCCOc1ccc(CN2CCN(CCO)CC2)cc1	.	.	3%	i	5%
COc1ccc(C(=O)N/N=C\C(C)=C\c2ccccc2)cc1OC	22%	-8%	-26%	1.3%	6%
Cc1ccc(NC(=O)COC(=O)C2(CC(=O)NC(C)C)CCCC2)cc1C	20%	8%	-5%	1.4%	.
Cc1ccc(S(=O)(=O)N/N=C\c2ccccc2OCc2ccccc2)cc1	21%	8%	2%	i	-10%
Cc1ccc(C23CC4CC(CC(CN)(C4)C2)C3)cc1	.	.	-4%	1.4%	.
CC(=O)Nc1ccc(-c2nnc(SCc3ccc(C)cc3)n2C)cc1	41%	.	1%	6.1%	-1%	VEEV TC-83 Vero 10K pilot screen=2.0
COc1ccc2oc(=O)c(-c3ccccc3C(=O)N3CCOCC3)cc2c1	-3%	6%	8%	0.1%	11%

Looked up by structure from above:
SMILES	M. tuberculosis	M. tuberculosis HTS	H1N1 NS1A inhibition	VEEV TC-83 Vero	Salmonella PhoP GFP	others
Cc1ccc(S(=O)(=O)N/N=C\c2ccccc2OCc2ccccc2)cc1	21%	8%	2%	i	-10%
COc1ccc(C(=O)N/N=C\C(C)=C\c2ccccc2)cc1OC	22%	-8%	-26%	1.3%	6%
Cc1ccc(C23CC4CC(CC(CN)(C4)C2)C3)cc1	.	.	-4%	1.4%	.
CC(=O)Nc1ccc(-c2nnc(SCc3ccc(C)cc3)n2C)cc1	41%	.	1%	6.1%	-1%	VEEV TC-83 Vero 10K pilot screen=2.0
Cc1ccc2c(C)nc(Nc3nc(CSc4nc5ccccc5[nH]4)cc(=O)[nH]3)nc2c1	51%	?	-1%	6.7%	1%
Cc1ccc(NC(=O)COC(=O)C2(CC(=O)NC(C)C)CCCC2)cc1C	20%	8%	-5%	1.4%	.
CCCCCCOc1ccc(CN2CCN(CCO)CC2)cc1	.	.	3%	i	5%

The list goes on:
SMILES	M. tuberculosis	M. tuberculosis HTS	H1N1 NS1A inhibition	VEEV TC-83 Vero	Salmonella PhoP GFP	others
CCCCC(=O)OCc1c(-c2cccc(OC)c2)ncc2ccccc12	13%	-4%	3%	0.5%	.
Cn1ccnc1C(=O)c1cc(SCC(=O)NC2CC2)nc2ccccc12	-15%	-13%	-9%	1.7%	4%
COc1ccc2nc(SCCOC(=O)Nc3ccc(Cl)cc3)nc(C)c2c1	31%	-4%	0%	4.1%	-2%
CCOc1cc(S(=O)(=O)N2CCN(CC)CC2)ccc1Cl	14%	-1%	0%	1.2%	25%
COc1ccc(CN2CCNC(=O)C2CC(=O)N(C)Cc2ccon2)c(F)c1 (stereo unspecified)	-7%	1%	25%	1.0%	10%
CCc1ccc(NC(=O)C2CCN(S(=O)(=O)c3c(C)[nH]c(=O)[nH]c3=O)CC2)cc1	-3%	-6%	-8%	1.0%	11%
COc1ccccc1C(=O)N(CCN(C)C)c1nc2cc(C)cc(C)c2s1	29%	8%	0%	0.4%	14%
C=CCOn1c(=O)c(-c2ccc(OC)cc2)[n+]([O-])c2ccccc21	70%	3%	-13%	0.3%	-1%
Cc1ccc(-c2nnn(CC(=O)N(c3cccc(F)c3)C(C(=O)NC3CCCC3)c3ccncc3)n2)o1 (stereo unspecified)	-4%	0%	-3%	1.5%	-7%
Cc1ccc(C)c(-n2c3nc(=O)[nH]c(=O)c-3cc3cc([N+](=O)[O-])ccc32)c1	48%	-6%	28%	i	-9%
CSc1nc(-c2ccccc2)nn1C(=O)c1ccco1	10%	3%	9%	1.3%	1%
CCOCCCNC(=O)c1ccc(Cn2c(=S)[nH]c3c([nH]c4ccc(OC)cc43)c2=O)cc1	-12%	5%	3%	0.3%	-2%
Cc1ccc(NC(=O)CCN2C(=O)c3ccccc3S2(=O)=O)cc1C	-3%	-1%	-8%	1.6%	3%
Cn1cnnc1SCc1ccc(C(=O)N/N=C(/CCC(=O)O)c2ccc(C(C)(C)C)cc2)cc1	.	.	-7%	i	.
COc1cc(C(=O)c2nccc3cc(OC)c(OC)cc23)c([N+](=O)[O-])cc1OC	34%	-5%	12%	6.4%	6%
Cc1c(-n2c(SCC(=O)O)nnc2-c2ccccc2Cl)c(=O)n(-c2ccccc2)n1C	-10%	-5%	0%	5.8%	5%
CC(NCCOc1ccccc1F)C(=O)Nc1ccc(S(N)(=O)=O)cc1 (stereo unspecified)	10%	0%	-1%	1.1%	-7%
COc1ccc(C2N(c3cc(C)on3)C(=O)C3CCCN32)cc1 (stereo unspecified)	-2%	-3%	-10%	0.3%	-2%	VEEV TC-83 Vero 10K pilot screen=0.3
Cc1cc(S(=O)(=O)NC(C)c2nnc3ccccn23)ccc1Br (stereo unspecified)	5%	3%	-10%	i	.
CC(C)(C)NC(=O)CSc1nnc(NC(=O)c2ccccc2Cl)s1	7%	-1%	3%	1.5%	4%
Cc1cc(C(=O)CSc2nnnn2C)c(C)n1CCc1ccc(F)cc1	-7%	-3%	-9%	2.2%	0%
CCOc1ccc(C2C(C#N)=C(N)Oc3n[nH]c(C)c32)cc1OC(=O)C1CC1 (stereo unspecified)	31%	4%	10%	5.8%	-6%
COc1ccc(NC(=O)[C@@H]2CC=C[C@@H]3CCN(C4CCCCC4)C(=O)[C@@H]32)cc1	28%	3%	9%	i	-14%
O=C(NCc1ccc(OC(F)(F)F)cc1)C1CC(c2c(Cl)cccc2Cl)=NO1 (stereo unspecified)	17%	7%	-6%	0.3%	-1%	VEEV TC-83 Vero 10K pilot screen=2.3
CCOC(=O)C1=C(O)CCn2c1nc1ccccc12	.	.	-5%	i	-2%
CCOC(=O)C1CCN(C(=O)CCNC(=O)c2cc(OC)c(OC)c(OC)c2)CC1	2%	-17%	-10%	1.8%	-11%
COC(=O)c1ccc(/C=N/N2CCN(Cc3ccccc3)CC2)cc1	0%	0%	3%	0.1%	15%
O=C(N/N=C/c1cc2c(cc1Cl)OCO2)c1ccccn1	35%	-4%	-7%	i	-9%
Cc1ccc(C(=O)OCC(=O)NC2CCCCC2)o1	.	-5%	-1%	i	-5%
COc1ccc(Cn2c(C)nnc2-c2cnn(C)c2N)cc1OC	9%	2%	-12%	0.2%	-3%
COc1cc(NS(=O)(=O)c2ccc(NC(=S)NC(=O)C(C)(C)C)cc2)nc(OC)n1	.	.	-5%	0.6%	7%
Cn1cnnc1SCCOc1ccc(Cl)cc1	16%	-1%	-4%	0.2%	6%
NNC(=O)c1ccc(-c2cccc([N+](=O)[O-])c2)o1	34%	66%	2%	i	9%
CCOc1ccc(S(=O)(=O)N2CCCC(C(=O)Nc3cc(C)cc(C)c3)C2)cc1 (stereo unspecified)	-12%	-1%	6%	1.4%	2%
COc1cccc(C(=O)N(Cc2cc3cc(C)ccc3[nH]c2=O)CC2CCCO2)c1 (stereo unspecified)	12%	4%	-2%	2.7%	-8%
